# High-throughput results from PubChem BioAssay.
# RGS12 GoLoco inh – qHTS Assay for Inhibitors of RGS12 GoLoco Motif Activity (Red Fluorophore) | Guanine nucleotide-binding protein G(i) subunit alpha-1 (Homo sapiens), P63096 | Gai1:RGS12 GoLoco peptide FP, rhodamine, 10 min | Potency, µM (doses to about 61.6 µM), without a hit: at the top dose activity, negative = inhibition, usual class: inhibitors | 230,000 compounds, 0.44% hits; active = well fitted inhibition curve with a large enough effect, not every such curve was filed as active; inactive = no such curve, though single readings can be large or run the other way; note: nearly all actives have a fitted effect of over 30% in size; many of its hits are not listed in these tables
# RECQ1 helicase – qHTS Assay for Inhibitors of RecQ-Like Dna Helicase 1 (RECQ1); Potency, µM (highest dose often 57.3 µM), for inactives: at the top dose activity, negative = inhibition, hits mostly inhibitors; 240,000 compounds, 0.54% hits; RECQ1 DNA unwinding, red fluorescence kinetic read; ATP-dependent DNA helicase Q1 (Homo sapiens), P46063;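 note: plate controls were vehicle for no effect and no enzyme for full effect; nearly all actives have a fitted effect of over 30% in size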
# Target sequence (P46063 whole entry, looked up): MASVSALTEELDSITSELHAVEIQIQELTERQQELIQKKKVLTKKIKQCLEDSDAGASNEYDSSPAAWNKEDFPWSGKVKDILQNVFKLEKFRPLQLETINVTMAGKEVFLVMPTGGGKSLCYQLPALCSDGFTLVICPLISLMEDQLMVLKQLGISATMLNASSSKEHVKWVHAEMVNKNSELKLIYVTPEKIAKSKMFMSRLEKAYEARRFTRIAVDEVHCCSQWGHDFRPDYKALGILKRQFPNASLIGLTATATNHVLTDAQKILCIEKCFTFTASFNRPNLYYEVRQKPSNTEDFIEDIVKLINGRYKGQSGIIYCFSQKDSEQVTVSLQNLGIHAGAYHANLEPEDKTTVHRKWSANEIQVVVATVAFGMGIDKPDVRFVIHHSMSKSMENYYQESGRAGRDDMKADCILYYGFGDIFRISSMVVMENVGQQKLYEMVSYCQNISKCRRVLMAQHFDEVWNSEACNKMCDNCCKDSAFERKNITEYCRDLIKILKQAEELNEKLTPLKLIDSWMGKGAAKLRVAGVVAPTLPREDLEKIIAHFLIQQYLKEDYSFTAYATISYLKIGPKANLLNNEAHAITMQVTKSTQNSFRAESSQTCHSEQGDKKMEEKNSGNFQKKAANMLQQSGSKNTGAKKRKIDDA
#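 50 nM RECQ1T1 preincubated 15 min with compound in Tris pH 8.0 buffer with MgCl2, DTT, Tween-20 and 2.5 ug/ml poly(dI-dC); started with 200 nM TAMRA/BHQ-2 forked duplex and 2 mM ATP. Unwinding read as fluorescence (525/598 nm), two reads 2 h apart.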
# Tau fibril FP – qHTS for Inhibitors of Tau Fibril Formation, Fluorescence Polarization; Microtubule-associated protein tau (Homo sapiens), P10636; K18 P301L tau heparin fibrillization, Alexa594 FP, 6 h; Potency, µM (series often up to 57.7 µM), for inactives: at the top dose activity, negative = inhibition, usual class: inhibitors; 280,000 compounds, 0.39% hits; AID 1468, 2008; note: nearly all actives have a fitted effect of over 55% in size
# Target sequence (P10636 561-689 P618L limits assumed): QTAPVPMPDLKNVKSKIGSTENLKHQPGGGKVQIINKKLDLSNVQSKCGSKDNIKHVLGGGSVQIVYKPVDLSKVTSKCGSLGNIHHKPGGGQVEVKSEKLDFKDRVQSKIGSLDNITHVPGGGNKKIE
#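 Recombinant K18 P301L […], labeled with Alexa 594 at 0.24 uM over 15 uM unlabeled; heparin inducer 20 uM final; 37 C, 6 hr; FP endpoint.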
# TexasRed fluor – Total Fluorescence Counterscreen for Inhibitors of the Interaction of Thyroid Hormone Receptor and Steroid Receptor Coregulator 2; TRb/SRC2 Texas Red total fluorescence interference; Potency, µM (titrated, usually from 106 µM), for the others: at the top dose fluorescence change, negative = quenching; 280,000 compounds, 0.29% hits; active = well fitted curve in either direction with a large enough effect; inconclusive = small, poorly fitted or top-dose-only effect
#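 Human TRb ligand-binding domain at 0.6 uM with 20 nM Texas Red SRC2 peptide in Tris buffer containing 1 uM T3 and 5% DMSO, incubated with compound 5 h at ambient temperature. Total fluorescence (555/632 nm) calculated as parallel + 2 × perpendicular.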
# TRb-SRC2 inh – qHTS for Inhibitors of the Interaction of Thyroid Hormone Receptor and Steroid Receptor Coregulator 2 | Thyroid hormone receptor beta (Homo sapiens), P10828 | TRbeta-SRC2 peptide binding, fluorescence polarization; receptor liganded with 1 µM T3 | Potency, µM (top dose mostly 106 µM), for inactives: at the top dose activity change, negative = inhibition, most hits filed as inhibitors | 280,000 compounds, 0.065% hits | AID 1469, 2008;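 note: plate controls were bound peptide for no effect and peptide without receptor for full effect; nearly all actives have a fitted effect of over 50% in size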
#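 Human TRb ligand-binding domain (0.6 uM) is mixed with 20 nM Texas Red SRC2 peptide and 1 uM T3; after compound addition and 5 hr at ambient temperature, polarization is measured and normalized to unbound and bound controls.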
# Tau ThT inhib – qHTS for Inhibitors of Tau Fibril Formation, Thioflavin T Binding | 270,000 compounds, 2.1% hits | Potency, µM (top dose mostly 57.4 µM), inactives show at the top dose activity, negative = inhibition, usual class: inhibitors | recombinant tau K18 P301L (four-repeat tau fragment), heparin-induced fibrillization, ThT fluorescence | AID 1460, 2008; note: nearly all actives have a fitted effect of over 55% in size
#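 K18 P301L tau (15 uM + 0.24 uM Alexa 594-tagged), heparin 20 uM, NaOAc pH 7, 6 h 37 C; ThT 30 uM, 1 h RT, ex 450/em 510 nm.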
# JMJD2E inh – qHTS Assay for Inhibitors of Human Jumonji Domain Containing 2E (JMJD2E); Lysine-specific demethylase 4E (Homo sapiens), B2RXH2; 230,000 compounds, 1.6% hits; JMJD2E catalytic domain, FDH-coupled NADH fluorescence (FDH is formaldehyde dehydrogenase); Potency, µM (doses to about 57.1 µM), inactives show at the top dose activity change, negative = inhibition, most hits filed as inhibitors; AID 2147, 2009; active = well fitted inhibition curve with a large enough effect, not every such curve was filed as active; inconclusive = small, poorly fitted or top-dose-only effect, or another doubt; inactive = no such curve, though single readings can be large or run the other way;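 note: 0% = wells with enzyme and -100% = buffer wells without enzyme; nearly all actives have a fitted effect of over 50% in size; many of its hits are not listed in these tables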
# L3MBTL1 inh – qHTS Assay for the Inhibitors of L3MBTL1; Lethal(3)malignant brain tumor-like protein 1 (Homo sapiens), Q9Y468; AlphaScreen L3MBTL1–H3K9me1 peptide binding; Potency, µM (titrated, usually from 57.1 µM), for inactives: at the top dose activity, negative = inhibition, actives largely listed as inhibitors; 230,000 compounds, 0.66% hits; note: nearly all actives have a fitted effect of over 60% in size
#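 First, the protein-peptide complex forms for 30 min at room temperature (L3MBTL1 50 nM, biotinylated H3K9me1 peptide 75 nM). Next, compounds are pin-transferred and incubated 30 min. Finally, AlphaScreen beads are added and read after 30 min.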
# The depositor's hits bear a star; i = inactive; ? = inconclusive; nt = not tested or not shown; ! = repeats disagree; [ ] = dose if it differs, or a comment. Unless noted, calls come from the whole dose curve; as a rule, active = well fitted curve in the direction sought with a large enough effect; inconclusive = small, poorly fitted or top-dose-only effect, or another doubt; inactive = no such curve, though single readings can be large; an effect the other way counts as inactive or inconclusive. Unless noted, % is set by controls: 0 for no effect and ±100 for the full control effect; potency is the fitted concentration of half-maximal effect. These rows are one share of the data. The share of hits here may be higher or lower than overall.
SMILES,RGS12 GoLoco inh,RECQ1 helicase,Tau fibril FP,TexasRed fluor,TRb-SRC2 inh,Tau ThT inhib,JMJD2E inh,L3MBTL1 inh
CN1CCN(C(=O)c2cnn(-c3cccc(F)c3)c2C2CCN(C(=O)OC(C)(C)C)CC2)CC1,nt,nt,-9%,-2%,-6%,-11%,nt,nt
COC(=O)CCCC1=CC2=C(c3ccccc3)C(=O)C(C)(OC(=O)C3CCCC3)C(=O)C2=CN1CC1CC1 (stereo not given),3%[14.2 µM],i[11.5 µM],3%[11.6 µM],4%[11.2 µM],7%[11.2 µM],?,11µM*!,nt
CCOC(=O)C1CCCN(Cc2nc(Cc3ccccc3Cl)no2)C1 (stereo not given),0%,i,-10%,0%,-9%,-3%,4%,4%
CCNCc1ccccc1OCc1ccccc1,5%,22%,3%,1%,-10%,4%,-8%,-1%
O=C(CNc1ccc(F)cc1F)NC(=O)NCc1ccco1,7%,-27%,-1%,4%,5%,-6%,-10%,nt
CCOc1ccc(C2C(C(N)=O)=C(C)Nc3nc(SCc4ccccc4F)nn32)cc1 (stereo not given),nt,nt,-3%,-1%,-7%,19%,nt,nt
CN1CCC(OC(=O)COc2ccc(C(C)(C)C)cc2)CC1,1%,-13%,11%,-1%,-3%,-9%,6%,8%
O=C(c1sc2cc(F)ccc2c1Cl)N1CCN(c2ccccc2)CC1,2%,?,4%,1%,-6%,-17%,0%,-13%
COc1ccc(C2C3=C(CCCC3=O)Nc3nc(-c4cc(OC)c(OC)c(OC)c4)nn32)cc1OC (stereo not given),23%,-12%,4%,1%,-25%,-9%,?,-6%
COc1ccc(N(Cc2cc3cccc(C)c3[nH]c2=O)S(C)(=O)=O)cc1,8%,-1%,-5%,0%,-1%,-5%,?,nt
CCC(C(=O)OC)n1cnc2c(nnn2-c2cccc(Cl)c2)c1=O (stereo not given),-27%,2%,-7%,3%,-5%,1%,0%,-4%
CC1Cc2ccccc2N1CC(=O)Nc1ccc(N2CCOCC2)cc1 (stereo not given),8%,-4%,14%,-4%,-4%,-10%,-2%,?
COC(=O)c1ccc(CNC(=O)CSc2nc3sc(C)c(C)c3c(=O)n2C)o1,2%,0%,-1%,-3%,-7%,-8%,-10%,nt
O=C(Nc1nc(-c2ccco2)c(-c2ccco2)s1)C1CCC1,20%,-21%,1%,-5%,7%,?,?,?
CN(C)c1cccc(C(=O)OCC(=O)NCc2ccco2)c1,-2%,1%,-4%,-1%,3%,-13%,0%,-1%
Cc1cc(NC(=O)CSc2nnc(-c3c[nH]c4ccccc34)n2-c2ccc(F)cc2)no1,3%,-10%,?,0%,5%,-7%,-6%,5%
CCc1cccc(NC(=S)N2CCC(c3ccccc3)C2)c1 (stereo not given),2%,-7%,-4%,-1%,0%,-15%,1%,nt
Cc1cc(-c2nc(C)c(C(=O)NNS(=O)(=O)c3ccccc3)s2)no1,6%,5%,-1%,-2%,-1%,-4%,8%,2%
Cc1noc(C)c1C(=O)N1CCCC(C(=O)c2ccc(Cl)cc2)C1 (stereo not given),24%,-6%,1%,-3%,10%,2%,10%,7%
OC(CNCCC(c1ccccc1)c1ccccc1)COc1ccccc1 (stereo not given),-5%,-5%,2%,1%,0%,-12%,-14%,nt
COc1ccc(CNC(=O)CN(c2ccc(C)cc2)S(=O)(=O)c2c(C)n[nH]c2C)cc1,nt,nt,-14%,0%,-6%,-8%,nt,nt
CCCC(=O)Nc1nc2nc(C)cc(=O)n2[nH]1,9%,-5%,6%,-2%,8%,-7%,4%,nt
Cc1ccc2c(c1)-c1nc(-c3ccc4c(c3)NC(=O)CO4)cc(-c3ccc(Cl)cc3)c1CO2,nt,nt,?,2%,2%,11%,nt,nt
Cc1ccc(OCC(=O)Nc2cccc3nsnc23)c(C)c1,29%,5%,0%,-1%,-3%,?,?,nt
Cc1ccc(NC(=S)NNC(C)(C)C)cc1,14%,-10%,4%,-3%,-2%,-8%,4%,-1%
CC(C)c1ccc(/C=N/NC(=O)c2c(Cl)cnn2C)cc1,0%,12%,5%,-2%,-4%,-16%,-5%,4%
CC(C)COP(=O)(OCC(C)C)C(O)c1ccc(N(C)C)cc1 (stereo not given),-13%,-17%,0%,-2%,4%,1%,-7%,0%
Cc1cc2c(ncn2Cc2ccccc2)c([N+](=O)[O-])c1C,3%,-2%,1%,0%,9%,5%,-4%,-5%
Cc1cccc(C(=O)O)c1NC(=O)c1ccc(F)cc1,-3%,i,11%,2%,-18%,-8%,?,-21%
CC1CN(Cc2ccccc2)c2nc3c(c(=O)n(C)c(=O)n3C)n2C1 (stereo not given),-1%,-9%,-7%,-5%,-3%,-12%,-10%,5%

# Profiles, looked up by structure. Screens in order: RGS12 GoLoco inh	RECQ1 helicase	Tau fibril FP	TexasRed fluor	TRb-SRC2 inh	Tau ThT inhib	JMJD2E inh	L3MBTL1 inh
# `CCCC(=O)Nc1nc2nc(C)cc(=O)n2[nH]1` in the list: 9%	-5%	6%	-2%	8%	-7%	4%	nt
# `COC(=O)c1ccc(CNC(=O)CSc2nc3sc(C)c(C)c3c(=O)n2C)o1` in the list: 2%	0%	-1%	-3%	-7%	-8%	-10%	nt
# `Cc1cc(-c2nc(C)c(C(=O)NNS(=O)(=O)c3ccccc3)s2)no1` in the list: 6%	5%	-1%	-2%	-1%	-4%	8%	2%

# The list continues:
SMILES,RGS12 GoLoco inh,RECQ1 helicase,Tau fibril FP,TexasRed fluor,TRb-SRC2 inh,Tau ThT inhib,JMJD2E inh,L3MBTL1 inh
Cc1cnc(NC(=O)C2CCCO2)s1 (stereo not given),5%,1%,6%,1%,6%,12%,7%,2%[11.4 µM]
COc1ccc(NC(=O)c2oc3ccccc3c2NC(=O)COc2ccc(C(C)C)cc2)c(OC)c1,nt,nt,1%,-1%,-4%,7%,nt,nt
O=C(Cc1csc(N2CCOCC2)n1)N/N=C/c1ccccc1C(=O)O,0%,-4%,-1%,-6%,0%,-3%,-2%,9%
COc1cc(OC)cc(-c2nc3cc(C)ccc3o2)c1,-8%,4%,13%,-1%,9%,12%,-1%,95%[activator]
COC(=O)C1CCN(C(=O)c2sc3nc(-c4ccccc4)cn3c2C)CC1,3%,-13%,-6%,0%,-2%,-13%,2%,nt
CCSc1nnc2ccc(-c3cccs3)nn12,8%,i,6%,-1%,-6%,-3%,-22%,7%
O=C(Nc1ccc(F)cc1)N1CCN(C/C=C/c2ccccc2)CC1,12%,-1%,-8%,3%,-2%,-8%,1%,-3%
Cc1nc2ccccc2c2nc3ccccc3n12,-4%,0%,-2%,-2%,-14%,?,?,nt
N#Cc1ccccc1CSc1nnc(-c2ccc(Br)cc2)o1,nt,nt,-8%,-2%,13%,-1%,nt,nt
Cc1ccc(OCCCCN2CCCCC2)c(Br)c1,3%,-5%,-1%,2%,-1%,8%,?,?
CCc1ccccc1NC1=NCC(=O)N1C1CCCC1,16%,i,0%,0%,-2%,0%,5%,7%
Cc1cc(C(=O)OCC(=O)N2CCCC2)c2ccccc2n1,-16%,-4%,3%,-1%,9%,-9%,?,nt
Cc1ccc(C)n1-c1ccc(C(=O)NN)cc1,9%,-2%,3%,-7%,5%,-16%,?,11%
COc1ccc(N(CC(=O)Nc2cccc(SC)c2)S(C)(=O)=O)cc1,6%,-3%,-5%,-2%,2%,-7%,2%,-3%
COc1ccc(C(=O)N/C(=C\c2ccco2)C(=O)OCc2ccco2)cc1,11%,-11%,-2%,-1%,-3%,nt,-5%,nt
CCOc1ccc(-n2c(Cc3ccccc3)nnc2SCc2nc(-c3ccccc3OC)no2)cc1,nt,nt,4%,4%,3%,-14%,nt,nt
COc1cccc(CNC(=O)Cn2nc3c(cc2=O)CCCC3)c1OC,nt,nt,?,-5%,3%,0%,nt,nt
CCOC(=O)N1CCN(CC(O)COCC2=CCC3CC2C3(C)C)CC1 (stereo not given),10%,-19%,-8%,nt,nt,-3%,?,9%
Cc1cc(C)cc(-n2c(C)cc(/C=N/NC(=O)c3ccncc3)c2C)c1,24%,i,2%,-2%,-7%,-10%,?,-15%
Cc1ccc(C(=O)Nc2ccc(CC(=O)O)cc2)o1,1%,-3%,11%,0%,-4%,-11%,7%,nt
O=C(O)Cc1ccc(NC(=O)c2cnccn2)cc1,-9%,i,8%,-1%,7%,-7%,1%,13%
O=C(CS(=O)(=O)c1cn(Cc2cccc(F)c2)c2ccccc12)N1CCCCC1,9%,i,-3%,1%,0%,2%,13%,-19%
C/C(=N\N1CCN(C)CC1)c1ccc(OC(F)F)cc1,5%,i,-9%,-2%,5%,7%,-7%,2%
CCC(=O)Nc1ccc(S(=O)(=O)N2CCc3ccccc3C2)cc1,-3%,-11%,0%,-6%,0%,1%,-1%,-2%
FC(F)(F)c1nc2ccccc2n2c(-c3ccc(Cl)cc3Cl)nnc12,0%,-2%,1%,0%,-7%,-12%,?,2%
COc1ccc(/C=N/Nc2ccc([N+](=O)[O-])cc2S(=O)(=O)N2CCN(C)CC2)cc1,0%,-6%,-8%,-8%,-5%,?,-5%,4%
